# All columns: NCI-60 one-dose screen, growth in % after 48 h at 10 µM unless noted; 100 = growth as untreated, 0 = no growth, -100 = all killed.
# SK-MEL-2: SK-MEL-2 melanoma; AID 1794763; 77,000 compounds, 4.7% hits
# T-47D: T-47D breast cancer; 79,000 compounds, 5% hits
# BT-549: BT-549 breast cancer | 78,000 compounds, 4.4% hits
# MDA-MB-435: MDA-MB-435 melanoma. 82,000 compounds, 7.8% hits
# SK-MEL-5: SK-MEL-5 melanoma; 80,000 compounds, 6.4% hits
# LOX IMVI: LOX IMVI melanoma. AID 1794757. 79,000 compounds, 7.4% hits
# SK-MEL-28: SK-MEL-28 melanoma; 81,000 compounds, 4.1% hits
# HS 578T: HS 578T breast cancer; 78,000 compounds, 4.1% hits; AID 1794788
# Active calls of the source: *; nt = not tested or not shown; & = joins results of further samples; [ ] = dose if it differs, or a comment. Rule for the calls: active = growth percent below 10; inactive = the rest.
SMILES,SK-MEL-2,T-47D,BT-549,MDA-MB-435,SK-MEL-5,LOX IMVI,SK-MEL-28,HS 578T
CC(=O)O[C@H]1[C@H](O[C@H]2[C@@H](O)C[C@@]3(C)C(CC[C@]4(C)C3CC=C3[C@@H]5CC(C)(C)CC[C@]5(C(=O)O[C@H]5OC[C@@H](O)[C@H](O[C@@H]6O[C@@H](C)[C@H](OC7OC[C@@H](O)[C@H](O)[C@H]7O[C@@H]7O[C@@H](C)[C@H](O)[C@@H](O[C@@H]8OC[C@](O)(CO)[C@H]8O)[C@H]7O)[C@@H](O)[C@H]6O)[C@H]5O)[C@H](O)C[C@]34C)[C@]2(C)C(=O)O)O[C@H](CO)[C@@H](O)[C@@H]1O (some centres undefined),106,108,101,110,103,119,102,100
Cc1ccc2c(c1)C(=O)N(CNc1cc(Cl)ccc1Cl)C2=O,96,92,100,100,99,99,104,102
O=C(Nc1ccccc1O)c1ccc(CNC(=O)c2ccccc2Nc2ccnc(C(F)(F)F)c2)cc1,63,57,100,85,70,90,101,43
O=C(Nc1cccc(-n2ccc3c(NC(=O)c4ccccc4)ncnc32)c1)Nc1ccc(Cl)c(C(F)(F)F)c1,-8.1*,22,46,-7.5*,19,25,49,nt
Cc1ccc(C2=NN(C=O)C(c3cn(Cc4ccc(Cl)cc4)c4ccccc34)C2)cc1 (centres undefined),104,73,83,102,99,97,91,93
CN(C)c1ccc(CN2CCCCC2)cc1,106,94,97,103,115,100,111,100
Cc1ccc2c(c1)C(=O)/C(=C/c1cccc(F)c1)S2,nt,101,134,98,nt,114,101,104
O=C(O)CCCCC(=O)SCc1ccccc1,nt,78,102,106,95,99,100,100
Cc1ccc(C(=O)C2CC2)c(C)c1,103,107,106,109,100,nt,107,99
CCC(=O)Oc1cc(C(C)C)ccc1C,101,nt,nt,91,101,101,107,102
C=C(C)COc1cc(C)c(Cl)cc1Cl,101,97,114,107,103,107,104,166
COc1ccc(Nc2cc(=S)nc(N)[nH]2)cc1,nt,94,nt,112,98,95,110,96
Cc1cc2c(c(C)c1Cl)C(=O)/C(=C/c1ccc(Cl)cc1)O2,103,85,87,100,90,90,103,93
O=CNc1c(Cl)cc2c(c1Cl)Cc1cc([N+](=O)[O-])ccc1-2,38,31,96,2.4*,5.1*,56,106,75
CC(=O)O[C@H]1CC[C@]2(C)C3=C(CC[C@H]2C1(C)C)[C@]1(C)CC[C@H](C(CC[C@H](C)C(C)C)=C(c2ccccc2)c2ccccc2)[C@@]1(C)CC3,93,97,101,100,100,98,97,101
CN=S(=O)(NC(=O)c1ccc(Cl)cc1Cl)c1ccc(Br)s1 (centres undefined),108,96,103,98,95,105,102,98
O=C1c2ccccc2C(=O)N1Cc1nnnn1-c1ccc(Br)cc1,101,96,102,105,101,92,102,95
CCOc1ccc(Nc2nc(SC)ncc2SC)cc1,100,84,100,103,93,103,108,nt
CCOC(=O)c1c(NCC(=O)Nc2ccc([N+](=O)[O-])cc2Cl)sc(C(C)=O)c1C,107,95,85,107,93,97,107,105
CC(C)(C)NCC(O)COc1c(Br)c(Br)c(Br)c2c1OC(C)(C)C2 (centres undefined),-72*,-26*,33,-69*,-97*,-91*,-84*,-65*
C/C(=N\Nc1ccccc1)c1sc(Nc2ccccn2)nc1C,111,118,nt,112,nt,108,109,108
CC1=CCC[C@@H]2C1(C)CC[C@H](C)[C@@]2(C)CC1=CC(=O)C(SC(C)(C)C)=CC1=O (some centres undefined),97,-12*,80,97,78,75,94,85
COc1ccccc1C(=O)Nc1cccc(NC(=O)c2ccoc2C)c1,10,45,44,-16*,20,37,60,40
CC(N)S(=O)(=O)O (centres undefined),104,97,95,97,99,nt,102,nt
CCOC(=O)C(C)SC1=C(C)C(=O)c2ccccc2C1=O (centres undefined),119,93,104,108,95,96,118,104
O=C(CSc1nnc(-c2ccc(-c3nc4ccc(Cl)cc4[nH]3)cc2)o1)Nc1ccccc1,54,93,80,18,13,-66*,-89*,41
CC(=O)OC1(C)C(=O)OC(=O)C1(C)OC(C)=O (centres undefined),105,97,109,109,104,97,120,106
NC(=S)NNC(=O)c1cccnc1,nt,81,104,104,103,97,101,88
CC1=C2CC/C(C)=C/CC[C@]3(C)O[C@H]3CC/C(C)=C/[C@H]2OC1,93,86,106,99,108,101,97,108
CC(=O)Nc1ccc(-c2cc3c(NCc4ccc(C)cc4)ncnc3s2)cc1,108,77,77,99,nt,84,96,75

# An excerpt of these results, with bars between the fields:
compound | SK-MEL-2 | T-47D | BT-549 | MDA-MB-435 | SK-MEL-5 | LOX IMVI | SK-MEL-28 | HS 578T
CCOC(=O)c1c(NCC(=O)Nc2ccc([N+](=O)[O-])cc2Cl)sc(C(C)=O)c1C | 107 | 95 | 85 | 107 | 93 | 97 | 107 | 105
CC(C)(C)NCC(O)COc1c(Br)c(Br)c(Br)c2c1OC(C)(C)C2 (centres undefined) | -72* | -26* | 33 | -69* | -97* | -91* | -84* | -65*

# Additional structures follow.
SMILES,SK-MEL-2,T-47D,BT-549,MDA-MB-435,SK-MEL-5,LOX IMVI,SK-MEL-28,HS 578T
COc1ccc(/C(C)=N/N=C2C(=O)N(C)c3ccc(Cl)cc32)cc1S(N)(=O)=O,95,55,78,94,85,80,97,82
C=C(CNCCc1ccc(O)cc1)[C@@H]1CC[C@]2(COC3CCCCO3)CC[C@]3(C)[C@H](CC[C@@H]4[C@@]5(C)CCC(NCCO)C(C)(C)[C@@H]5CC[C@]43C)[C@@H]12 (some centres undefined),-81*,nt,41,-90*,-95*,nt,-94*,-52*
Cc1nn(-c2ccccc2)c2nc(CCl)[nH]c(=O)c12,105,66,100,98,99,2.1*,110,120
COc1cc(C2NC(=O)NC(C)=C2C(=O)OC(C)C)ccc1O (centres undefined),104,100,96,114,110,93,110,108
CC1OC2CC(=O)OC2C2=C1C(=O)c1c(O)cccc1C2=O (centres undefined),-61*,-30*,-98*,-68*,-100*,-92*,-94*,6.0*
COc1cc(/C=N/NC(=O)c2ccc(OCc3nc4ccc(C)cc4[nH]3)cc2)cc(OC)c1OC,68,35,45,49,18,40,39,63
N#CC(C#N)=C1NCCO1,102,100,101,97,98,98,99,104
CC(CN(C)C)Oc1ccccc1NC1=C(Cl)C(=O)C(Nc2ccccc2OC(C)CN(C)C)=C(Cl)C1=O (centres undefined),-61*,-42*,nt,-71*,-96*,-81*,-65*,3.5*
Cc1oc(-c2ccccc2Cl)cc1C(=O)Nc1ccccc1,100,32,102,106,97,95,104,90
CCCCCc1ccc(S(=O)(=O)Nc2ccc3nc(NC(C)=O)oc3c2)cc1,91,44,86,86,65,89,89,89
CC1CC2CCCCC2CC1=O (centres undefined),113,104,109,100,103,94,100,107
NS(=O)(=O)c1ccc(Nc2ncc3c(n2)CC(c2ccccc2)CC3=O)cc1 (centres undefined),121,107,103,106,100,101,114,108
CCOc1ccc(NC(=O)NCCN2CCN(C(=O)Nc3ccc(OCC)cc3)CC2)cc1,102,92,99,103,108,107,108,nt
CC(=O)c1ccc(NS(=O)(=O)c2ccc(N)cc2)cc1,nt,101,103,106,107,96,102,100
c1ccc(CCn2nnc3c(Nc4ccc(N5CCOCC5)nc4)ncnc32)cc1,110,nt,nt,75,89,102,103,90
COc1cc2nc(Cl)nc(Nc3cccc(C4=NN(C(C)=O)C(c5ccc(Br)cc5)C4)c3)c2cc1OC (centres undefined),94,46,75,90,69,nt,84,91
Fc1ccc2nc(-c3cnn4cccnc34)sc2c1,119,44,nt,108,90,93,117,90
O=C(CSc1nnc(-c2ccc3nc(-c4ccc(Cl)cc4)[nH]c3c2)o1)Nc1ccc(Cl)cc1,-25*,28,-65*,-66*,-69*,-99*,-77*,-33*
Nc1nnc(-c2c[nH]c3ncc(Br)cc23)c(-c2c[nH]c3ccc(Br)cc23)n1,7.1*,37,6.9*,22,9.8*,38,46,25
CS(=O)(=O)c1ccc(-n2nc(C(=O)Nc3ccc(S(N)(=O)=O)cc3)cc2-c2ccccc2)cc1,108,104,112,99,104,100,117,104
NC(=O)n1c(=O)n(-c2cccc(C(F)(F)F)c2)c(=O)c2cc(-c3ccc(F)cc3F)ccc21,-20*,-14*,-12*,0.4*,-60*,-28*,26,-6.5*
OCC(O)COc1ccc(Cl)cc1Cl (centres undefined),97,82,101,103,109,111,97,102
CC1=N/C(=C\c2ccc(Cl)cc2)C(=O)N1CCc1ccc(S(N)(=O)=O)cc1,107,105,99,113,97,99,105,110
O=C(O)c1cn(C2CC2)c2cc(N3CCN(Cn4nc(-c5ccccn5)n(-c5ccccc5)c4=S)CC3)c(F)cc2c1=O,102,nt,85,99,99,97,112,103
CCCCCCCCOC(=O)c1cc(Cl)cc(-c2ccccc2)c1O,nt,88,nt,110,102,100,115,118
CN(C)c1ccc(/C=N\Nc2cc(=O)[nH]c3ccc(Cl)cc23)cc1,91,82,85,105,98,99,114,83
Cc1cn(C2CCCO2)c(=O)nc1N (centres undefined),110,nt,123,105,117,108,115,98
CC(=NNc1ncnc2ccccc12)c1ccc(S(C)(=O)=O)cc1,112,103,105,106,101,nt,113,95
CC(=O)OC(C)c1cccc(C#N)c1 (centres undefined),110,99,109,113,99,101,114,106
COc1ccccc1C(=O)NNC(=O)CSc1nc2c(c(=O)[nH]1)CCCC2,112,81,101,109,99,97,110,108

# 6 structures out of the list, arranged by SMILES length, falling:
SMILES,SK-MEL-2,T-47D,BT-549,MDA-MB-435,SK-MEL-5,LOX IMVI,SK-MEL-28,HS 578T
O=C(O)c1cn(C2CC2)c2cc(N3CCN(Cn4nc(-c5ccccn5)n(-c5ccccc5)c4=S)CC3)c(F)cc2c1=O,102,nt,85,99,99,97,112,103
COc1cc2nc(Cl)nc(Nc3cccc(C4=NN(C(C)=O)C(c5ccc(Br)cc5)C4)c3)c2cc1OC (centres undefined),94,46,75,90,69,nt,84,91
O=C(CSc1nnc(-c2ccc3nc(-c4ccc(Cl)cc4)[nH]c3c2)o1)Nc1ccc(Cl)cc1,-25*,28,-65*,-66*,-69*,-99*,-77*,-33*
COc1ccccc1C(=O)NNC(=O)CSc1nc2c(c(=O)[nH]1)CCCC2,112,81,101,109,99,97,110,108
CN(C)c1ccc(/C=N\Nc2cc(=O)[nH]c3ccc(Cl)cc23)cc1,91,82,85,105,98,99,114,83
CC(=NNc1ncnc2ccccc12)c1ccc(S(C)(=O)=O)cc1,112,103,105,106,101,nt,113,95

# Next structures follow:
SMILES,SK-MEL-2,T-47D,BT-549,MDA-MB-435,SK-MEL-5,LOX IMVI,SK-MEL-28,HS 578T
Cc1cc(-c2cc(C)c(N)cc2S(=O)(=O)O)c(S(=O)(=O)O)cc1N,104&103,101&100,120,101&119,102&103,92&94,104&114,99&115
CCN1C(=O)N(CC)C2C1NN=c1s/c(=C\c3cccnc3)c(=O)n12 (centres undefined),51,53,57,-47*,nt,46,52,20
CC1(C)OCC(C2OC2C2COC(C)(C)O2)O1 (centres undefined),113,128,102,104,nt,101,109,110
Cc1cc(C)c(C)c(C(=O)OC(C)C)c1C,98,86,98,94,104,94,99,97
C=C1SCCC1NC(C)=O (centres undefined),103,97,93,103,100,102,105,100
CCC(C)N(C)c1ccc(N(C)C(C)CC)cc1 (centres undefined),132,92,95,114,110,106,122,89
CCNC12CCCCC1(O)Oc1ccccc12 (centres undefined),108,97,110,101,99,101,105,108
NNS(=O)(=O)c1ccc(C(=O)O)cc1,96,95,102,107,108,97,113,nt
Nc1nc(N)c2nc3c(nc2n1)CCCCCCCCCC3,78,82,75,nt,35,31,90,73
Cn1c2c(c3ccccc31)[C@H]1C(=O)N(c3ccccc3)C(=O)[C@H]1C[C@H]2c1ccco1,91,90,96,100,95,96,104,91
Cc1cc2oc(/C=C/c3ccc(Cl)cc3)cc(=O)c2c(C)c1Cl,116,99,131,126,104,110,118,96
CCC(N)(CO)CO,110,99,106,100,nt,102,107,100
COc1ccc(C2C(C#N)=C(N)Oc3n[nH]c(-c4cccs4)c32)cc1Br (centres undefined),96,85,98,71,nt,87,106,90
c1ccc(-c2nn(-c3ccccc3)[n+](-c3ccccc3-c3ccccc3)n2)cc1,-16*,19,-0.1*,6.4*,-26*,12,49,9.5*
CCOC(=O)C(NC(C)=O)/C(C)=N\Nc1ccccc1 (centres undefined),96,100,100,115,98,92,112,91
CCCCCCCCCCOC(=O)c1nn(C(C)=O)c2ccccc12,96,100,108,106,102,97,109,88
NS(=O)(=O)c1ncsc1-c1ccccc1,109,99,108,102,101,nt,103,104
Nc1c(-c2nc3ccccc3[nH]2)nnn1-c1ccc(Cl)cc1,104,84,104,96,98,100,101,101
CC(C)OP(=O)(O)c1ncc(-c2ccc(C(F)(F)F)cc2)c(NC2CCCCCC2)n1,65,42,87,63,43,65,51,82
CCOC(=O)c1c(C(=O)c2cn(C)c3ccc(Br)cc23)c(-c2cn(C)c3ccc(Br)cc23)n(NC(=O)OC(C)(C)C)c1C,58[100 µM],59[100 µM],39[100 µM],97[100 µM],91[100 µM],78[100 µM],107[100 µM],47[100 µM]
CC(C)CNC(=O)C1(N2C(=O)c3ccccc3C2=O)CCCC1,105,108,104,102,102,98,110,111
COc1cc(C=NNC(=O)c2ccc3nc(-c4c(C)nn(-c5ccccc5)c4N4CCOCC4)[nH]c3c2)ccc1O,128,91,110,104,102,98,118,nt
O=C(Nc1ccc(CN2CCOCC2)cc1)c1ccc(-c2ccc(Br)cc2)o1,116,93,102,104,103,90,109,110
COc1cc(/C=C/c2nc(Nc3ccc(S(=O)(=O)Nc4cc(C)on4)cc3)c3ccccc3n2)ccc1O,72,58,107,-44*,53,60,74,79
Nc1ccc2ncccc2c1,112,82,42,nt,96,78,105,102
CCCCc1nc2c(N)nc3ccccc3c2n1Cc1ccc(CO)cc1,103,95,103,98,93,89,101,104
O=S(=O)(c1ccc(NC(=S)N2CCCCC2)cc1)N1CCCCC1,118,90,108,100,104,99,106,92
